Assay outcomes deposited in PubChem BioAssay by several laboratories.
NSD2 HMT inh = NSD2 (human) methyltransferase inhibition; O96028; NSD2 peptide methylation, AlphaScreen, 120 min; inhibition, % at 12.5 µM; hit rate 0.54% among 310,000; AID 743445; in the data active = inhibition above about 50%
RTF Ca sens act = increases calcium sensitivity of human cardiac regulated thin filaments | hit rate 0.24% among 340,000 | activation, % at 7.2 µM | IANBD-labeled TnC RTF fluorescence at EC20 calcium; 0% EC20 calcium, 100% full calcium | AID 493008;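 active = activation above the mean over all tested compounds plus 3 SD, cut at about 30% in these data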;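 also: rise in fluorescence read as greater calcium sensitivity of cardiac thin filaments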
PvdQ acylase = blocks Pseudomonas aeruginosa PvdQ acylase activity. purified PvdQ acylase, fluorescence plate reader. inhibition, % at 10 µM. hit rate 0.063% among 340,000. AID 488965; in the data active = inhibition above about 30%, passing the limit was not always enough;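 also: 0% = vehicle neutral wells and 100% = reference inhibitor wells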
Cardiac RTF inh = cardiac RTF calcium desensitization. P19429+P45379. IANBD-labeled cardiac RTF, Ca2+ fluorescence. inhibition, % at 7.15 µM. hit rate 0.12% among 340,000. AID 493244;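 active = inhibition above the mean inhibition of all tested compounds plus 3 SD, cut at about 17% in these data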;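 also: assay run at fixed EC70 calcium of 1.6 mM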
LANA DNA inh = blocks KSHV LANA C-terminal domain binding to DNA | MBP-C-LANA/FAM-LBS DNA binding, fluorescence polarization | inhibition, % at 9 µM | hit rate 0.078% among 340,000 | AID 504423;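 active = highest replicate inhibition at or above 60% at 9 µM, even if other replicates fall short; inactive = all replicates below 60% inhibition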;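 also: 0% = neutral control wells and 100% = 4 µM acridine orange control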
dFosB act = activators of mouse delta FosB homodimer. P13346. purified delta FosB, TAMRA-CDK5 oligo fluorescence polarization; percent of positive-control signal above neutral wells. activation, % at 25 µM. hit rate 0.99% among 340,000. AID 493131;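 active = mean activation above about 17%, with every replicate also reaching it, limit read from the data, passing the limit was not always enough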;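 also: fluorescence polarization rise as delta FosB binds a TAMRA Cdk5 AP-1 oligo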
Target sequence (P13346 whole entry, looked up): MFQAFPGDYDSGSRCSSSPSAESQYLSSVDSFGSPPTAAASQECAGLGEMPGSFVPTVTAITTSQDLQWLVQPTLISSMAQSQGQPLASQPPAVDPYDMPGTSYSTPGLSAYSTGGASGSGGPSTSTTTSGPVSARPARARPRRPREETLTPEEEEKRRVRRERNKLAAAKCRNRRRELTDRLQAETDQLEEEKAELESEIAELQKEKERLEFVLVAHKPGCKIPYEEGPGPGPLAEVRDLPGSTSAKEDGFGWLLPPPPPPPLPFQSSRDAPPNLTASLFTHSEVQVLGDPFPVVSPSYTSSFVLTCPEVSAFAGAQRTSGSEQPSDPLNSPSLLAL
SUMO Mot1 rescue = SUMOylation pathway inhibition by Mot1-301 growth rescue; S. cerevisiae Mot1-301 growth rescue, ATP luminescence, 38.5C; percent above DMSO median, 100 means doubled; growth rescue, % at 18.8 µM; hit rate 1% among 320,000; AID 2716;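 active = every valid replicate shows activation above 250% relative to neutral control wells; inactive = the rest, any valid replicate at or below 250%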;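 also: OY570 slx delta 5 strain wells were the positive control but not used for scaling; some compounds called inactive have numbers as strong as hits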
PfHsp90 set2 = reduces growth (ATP signal) of yeast expressing P. falciparum Hsp90; S. cerevisiae expressing PfHsp90, BacTiter-Glo ATP, 48 h; yeast lacking PDR1 and PDR3 efflux regulators; inhibition, % at 9.4 µM; hit rate 0.32% among 310,000; AID 504621;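 active = every replicate shows inhibition above about 80%, whatever the replicate mean, limit read from the data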;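 also: 0% = DMSO neutral controls and 100% = 20 µM radicicol positive controls; yeast relying on Plasmodium falciparum Hsp90 in place of its own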
Rtt109 Vps75 = blocks Candida albicans Rtt109/Vps75 acetyltransferase activity. AID 540336. Q5AAJ8. inhibition, % at 34.9 µM. purified Rtt109/Vps75, ThioGlo CoA-SH fluorescence, 4 h. hit rate 0.16% among 330,000;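 active = inhibition of at least 50% in every replicate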
CDK5 inh = blocks human CDK5/p35 kinase activity. hit rate 0.01% among 330,000. AID 488839. inhibition, % at 10 µM. Recombinant CDK5/p35, ADP-Glo luminescence, 60 min;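 active = highest replicate inhibition of at least 50% and at least 75% of replicates reaching 50%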;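 also: plate controls were DMSO neutral control for no effect and GW8510 at 10 µM for full effect; many of its hits are not listed in these tables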
Target sequence (Q00535 whole entry, looked up): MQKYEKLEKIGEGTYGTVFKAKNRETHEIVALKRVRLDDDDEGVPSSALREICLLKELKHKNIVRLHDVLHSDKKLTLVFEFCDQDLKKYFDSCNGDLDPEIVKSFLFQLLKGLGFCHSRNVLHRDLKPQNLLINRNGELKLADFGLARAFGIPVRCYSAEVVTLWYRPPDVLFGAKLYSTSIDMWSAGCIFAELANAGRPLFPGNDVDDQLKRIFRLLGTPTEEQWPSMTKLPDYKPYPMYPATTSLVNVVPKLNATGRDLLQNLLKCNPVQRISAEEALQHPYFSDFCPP
Target sequence (Q15078 whole entry, looked up): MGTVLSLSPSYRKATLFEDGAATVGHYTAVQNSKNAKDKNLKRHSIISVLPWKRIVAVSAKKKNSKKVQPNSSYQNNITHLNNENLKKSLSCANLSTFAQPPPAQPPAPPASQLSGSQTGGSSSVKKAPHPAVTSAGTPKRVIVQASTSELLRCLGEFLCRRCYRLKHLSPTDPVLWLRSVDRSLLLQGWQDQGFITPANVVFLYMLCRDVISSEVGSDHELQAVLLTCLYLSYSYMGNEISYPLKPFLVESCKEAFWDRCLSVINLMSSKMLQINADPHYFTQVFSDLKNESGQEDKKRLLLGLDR
Keap1 Nrf2 FP = disrupts human Keap1 binding to Nrf2 peptide; hit rate 0.15% among 340,000; AID 504523; Keap1 Kelch-Nrf2 peptide fluorescence polarization, 1536-well; inhibition, % at 9.4 µM; Q14145; in the data active = inhibition above about 12%;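 also: human Keap1 Kelch domain with fluorescein labeled Nrf2 9mer peptide probe; 0% = neutral control wells and 100% = peptide positive control; higher means more block of Keap1 binding to Nrf2 peptide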
Active calls of the source: *; / = no result given.

SMILES	NSD2 HMT inh	RTF Ca sens act	PvdQ acylase	Cardiac RTF inh	LANA DNA inh	dFosB act	SUMO Mot1 rescue	PfHsp90 set2	Rtt109 Vps75	CDK5 inh	Keap1 Nrf2 FP
CCOC(=O)N1CCN(C(=O)c2cc3cc(C)ccc3[nH]2)CC1	0	-5	13	5	-0.1	0	-1	2	-10	2.3	3
CC(=O)c1c(C)[nH]c(C(=O)OCC(=O)NCc2ccc(Cl)cc2)c1C	0	-3	-14	0	-2.1	-15	-10	10	0	1.6	-7
O=C(O)c1cccc(Cn2c(Cl)c(/C=N/NC(=O)c3ccccc3)sc2=O)c1	1	-2	-8	2	-2.6	1	2	12	8	-0.5	-2
O=C(Oc1cccc(Br)c1)c1cccnc1	3	10	-12	4	-0.2	-2	2	/	-4	-5.1	-5
O=C(c1ccc2c(=O)n3c(nc2c1)CCCCC3)N1CCN(c2ccc(F)cc2)CC1	8	4	7	-9	-1.8	-4	119	-17	2	0.7	0
CCOC(=O)NC(=O)COC(=O)c1ccc(Sc2ncn[nH]2)c([N+](=O)[O-])c1	10	5	-25	-5	0.3	1	/	-14	2	-0.3	1
O=c1c(F)cn(C2CCCO2)c(=O)n1Cc1c(F)cccc1Cl (centres undefined)	-2	1	-14	-5	0.2	-3	5	-15	-10	-1.9	-2
Cc1cccc(NC(=O)C2CCCN2S(=O)(=O)c2ccc(Cl)cc2)n1 (centres undefined)	-1	0	-11	4	-1.0	-11	10	-2	-24	-4.3	-2
O=C(COc1ccc(Cl)cc1Cl)NC(=O)c1ccccc1	-2	-2	5	-1	0.5	-5	3	-10	7	2.0	-3
Cc1nc2cc(Cl)c(Cl)cc2nc1C	2	1	-10	-6	0.3	4	143	/	-5	-1.6	-6
COc1ccc(-c2nc(C)ncc2-c2ccc(Cl)cc2)c(O)c1	-5	-2	-10	-7	0.3	-10	-25	-22	5	-3.5	-8
N#CCC(=O)Nc1ccc(C(=O)OCC(=O)N2CCN(C(=O)c3ccco3)CC2)cc1	0	-3	2	1	/	2	6	-25	-7	-0.4	/

Reformatted: entries from further up
mol,NSD2 HMT inh,RTF Ca sens act,PvdQ acylase,Cardiac RTF inh,LANA DNA inh,dFosB act,SUMO Mot1 rescue,PfHsp90 set2,Rtt109 Vps75,CDK5 inh,Keap1 Nrf2 FP
O=C(Oc1cccc(Br)c1)c1cccnc1,3,10,-12,4,-0.2,-2,2,/,-4,-5.1,-5
O=C(c1ccc2c(=O)n3c(nc2c1)CCCCC3)N1CCN(c2ccc(F)cc2)CC1,8,4,7,-9,-1.8,-4,119,-17,2,0.7,0

(more compounds)
SMILES	NSD2 HMT inh	RTF Ca sens act	PvdQ acylase	Cardiac RTF inh	LANA DNA inh	dFosB act	SUMO Mot1 rescue	PfHsp90 set2	Rtt109 Vps75	CDK5 inh	Keap1 Nrf2 FP
Cc1c(Cl)cccc1NC(=S)N1CCN(S(=O)(=O)c2cccs2)CC1	36	3	-1	-3	-0.3	-5	2	14	0	0.1	2
Cc1ccc2oc(=O)c3cnn(CC(=O)Nc4cc(-c5cccc(F)c5)no4)c3c2c1	/	-3	-11	4	1.4	2	-4	-28	-11	-1.2	0
CC1CCCC2(C1)NC(=S)N(c1ccccc1)N2 (centres undefined)	1	1	-14	0	2.0	-3	122	11	3	0.2	0
O=C(CC1C(=O)NCCN1CC(c1ccccc1)c1ccccc1)NCC1CCOCC1 (centres undefined)	-2	-1	-7	2	-1.4	-7	4	25	6	1.8	-3
CN(CC(=O)Nc1cccc(F)c1)C(=O)/C=C/c1cc(Br)ccc1OC(F)F	-3	7	-10	-10	1.0	-8	-14	/	11	0.5	-5
COc1ccc(C2NC(=O)NC(C)=C2[N+](=O)[O-])cc1 (centres undefined)	1	-1	-9	1	-1.0	-3	4	10	14	0.8	-8
Cc1ccc(S(=O)(=O)c2nc(-c3ccccc3)oc2N2CCCC2)cc1	-4	6	-16	-4	0.0	0	/	/	0	2.2	-9
O=C(/C=C/c1ccc(-c2ccccc2[N+](=O)[O-])o1)c1ccccc1	1	2	-10	-2	1.0	-11	-3	2	-4	-1.4	-2
Cc1[nH]n(-c2ccccc2)c(=O)c1N=Nc1ccccc1	-1	-5	-1	7	2.6	-6	1	-6	3	0.4	-3
COc1ccc(S(=O)(=O)N2c3ccccc3OCC2C(C)(C)C)cc1 (centres undefined)	-2	-5	1	6	0.4	-7	459	-17	-6	-0.3	-3
COc1ccccc1CNC(=O)Cc1cc(=O)[nH]c(=O)[nH]1	/	3	-11	-5	1.2	-5	8	14	-1	0.8	-6
Cc1ccc(CC(=O)Nc2cc(C)ccn2)cc1	0	-3	1	3	1.7	-2	6	-15	1	4.0	-3
COc1ccc(C(=O)Nc2cccc(/C(C)=N/NC(=O)c3ccc([N+](=O)[O-])c(C)c3)c2)cc1OC	-1	-2	-17	1	-0.1	0	-4	-23	3	-0.7	-4
CCCn1nnc(NC(=O)c2cccc(OCC(C)C)c2)n1	-19	8	-16	-5	-0.8	-3	/	-16	7	-2.0	-3
NS(=O)(=O)c1ccc(CCNC(=O)c2ccc(Cl)s2)cc1	0	-4	-4	1	-1.0	-3	0	18	-1	2.1	-3
Cc1cc(C(F)F)n2nc(C(=O)Nc3cccc(S(=O)(=O)N4CCOCC4)c3)nc2n1	4	-6	4	-2	-1.6	-9	-15	5	-12	-0.8	0
Cc1cc(C)c2nc(N3CCCN(C(=O)c4cnccn4)CC3)c(C#N)cc2c1	-6	4	-5	-7	-0.4	-9	86	-60	1	-1.8	-9
CCN(CC)c1ccc2cc(C(=O)Nc3ccccn3)c(=O)oc2c1	-1	53*	-34	-32	9.3	-6	2	-11	-6	-1.6	1
CCc1nc(SCc2cccnc2)c(C#N)cc1C	-3	2	-14	-11	-0.6	-5	25	-5	-3	-0.4	-5
Cc1cc(C)n(-c2ccccc2C#N)n1	-3	4	-16	0	-0.5	3	-25	-6	-4	0.2	-1
CN(Cc1cnc2nc(N)nc(N)c2n1)c1ccc(C(=O)NC(CCC(=O)O)C(=O)O)cc1C(F)(F)F (centres undefined)	6	2	10	-10	12	2	/	-54	14	3.1	4
O=C(NC1CCCc2ccccc21)c1ccccc1Cl (centres undefined)	-2	-3	-5	-2	0.5	4	18	-4	-8	0.5	-1
CC(C)(C)OC(=O)C(C1NC(C(=O)O)C(C)(C)S1)N1C(=O)c2ccccc2C1=O (centres undefined)	-1	1	-17	-4	-3.1	-3	/	2	-1	-3.2	0
COc1cc(/C=C2\CCCc3c2nc2ccccc2c3C(=O)O)cc(Cl)c1O	7	-2	-2	-29	0.5	-9	238	6	13	-4.4	-5

Ten of the compounds above, with two lines to a compound.
Every second line gives: NSD2 HMT inh	RTF Ca sens act	PvdQ acylase	Cardiac RTF inh	LANA DNA inh	dFosB act	SUMO Mot1 rescue	PfHsp90 set2	Rtt109 Vps75	CDK5 inh	Keap1 Nrf2 FP
O=C(/C=C/c1ccc(-c2ccccc2[N+](=O)[O-])o1)c1ccccc1
  1	2	-10	-2	1.0	-11	-3	2	-4	-1.4	-2
Cc1[nH]n(-c2ccccc2)c(=O)c1N=Nc1ccccc1
  -1	-5	-1	7	2.6	-6	1	-6	3	0.4	-3
COc1ccc(S(=O)(=O)N2c3ccccc3OCC2C(C)(C)C)cc1 (centres undefined)
  -2	-5	1	6	0.4	-7	459	-17	-6	-0.3	-3
COc1ccccc1CNC(=O)Cc1cc(=O)[nH]c(=O)[nH]1
  /	3	-11	-5	1.2	-5	8	14	-1	0.8	-6
Cc1ccc(CC(=O)Nc2cc(C)ccn2)cc1
  0	-3	1	3	1.7	-2	6	-15	1	4.0	-3
COc1ccc(C(=O)Nc2cccc(/C(C)=N/NC(=O)c3ccc([N+](=O)[O-])c(C)c3)c2)cc1OC
  -1	-2	-17	1	-0.1	0	-4	-23	3	-0.7	-4
CCCn1nnc(NC(=O)c2cccc(OCC(C)C)c2)n1
  -19	8	-16	-5	-0.8	-3	/	-16	7	-2.0	-3
NS(=O)(=O)c1ccc(CCNC(=O)c2ccc(Cl)s2)cc1
  0	-4	-4	1	-1.0	-3	0	18	-1	2.1	-3
Cc1cc(C(F)F)n2nc(C(=O)Nc3cccc(S(=O)(=O)N4CCOCC4)c3)nc2n1
  4	-6	4	-2	-1.6	-9	-15	5	-12	-0.8	0
Cc1cc(C)c2nc(N3CCCN(C(=O)c4cnccn4)CC3)c(C#N)cc2c1
  -6	4	-5	-7	-0.4	-9	86	-60	1	-1.8	-9

Later entries:
SMILES	NSD2 HMT inh	RTF Ca sens act	PvdQ acylase	Cardiac RTF inh	LANA DNA inh	dFosB act	SUMO Mot1 rescue	PfHsp90 set2	Rtt109 Vps75	CDK5 inh	Keap1 Nrf2 FP
Cc1ccccc1NC(=O)/C(=C/c1cccs1)NC(=O)c1ccco1	-2	0	6	-14	0.7	3	-1	16	0	0.2	-3
COc1ccccc1CCC(=O)N1CCC(n2nccc2NC(=O)CC(C)C)CC1	-2	0	-3	-1	3.2	-4	84	0	-6	0.9	1
O=C(NCCO)/C(=C\c1ccc(Br)cc1)NC(=O)c1cccs1	12	2	0	-6	-2.1	-2	7	13	-8	-0.2	3
CCCn1nnc(NC(=S)NC(=O)/C=C/c2ccc(Cl)cc2)n1	-2	1	-10	0	-1.8	-7	-16	-20	-1	-1.6	-4
Cn1c(N)c(S(=O)(=O)N2CCN(c3ccccc3)CC2)c(=O)n(C)c1=O	1	-1	-4	-2	-1.0	-6	-6	4	/	-3.5	-3
Cc1c(NC(=O)Nc2ccccc2)c(=O)n(-c2ccccc2)n1C	-1	2	-6	-8	-2.4	8	0	9	-4	-0.1	3
O=C(COn1nnc2ccc(Cl)cc21)NC12CC3CC(CC(C3)C1)C2	-5	10	-27	-9	0.4	-10	-6	12	4	-2.7	-3
CC(NC(=O)CNC(=O)c1sc2ccccc2c1Cl)c1cccnc1 (centres undefined)	1	-5	-16	1	-0.6	-6	2	-13	-1	1.0	-6
Cc1nnnn1/C(=C\c1ccccc1)C(=O)OCC(=O)NC(C)(C)C	5	7	-6	0	-0.9	-13	-17	18	0	-0.8	-9
CCOc1ccc(Cl)cc1S(=O)(=O)NC1CCCC1	-4	5	-12	-8	-0.7	-2	153	10	-4	0.8	-4
CCOC(=O)N1CCN(C(=O)COc2ccc3c(c2)C(=O)CC2(CCN(C(C)=O)CC2)O3)CC1	-2	-1	5	-4	-0.7	-1	-21	-1	-135	-1.0	-5
O=C(Nc1ccc(Cl)cc1C(=O)NCC1CCCO1)c1ccco1 (centres undefined)	2	2	-11	-1	2.5	-10	-8	11	-3	1.5	-6
O=C(Nc1ccsc1C(=O)O)c1cccc(C(F)(F)F)c1	2	8	-11	-7	-0.2	1	968*	-12	-1	0.6	1
CCOC(=O)CSc1nnnn1-c1cc(OC)ccc1OC	5	-3	4	-5	0.6	4	10	-2	13	0.3	1
CCn1c2ccccc2c2cc(NC(=O)CSc3nnc(-c4cccc(F)c4)o3)ccc21	-4	-4	-1	3	-1.7	7	38	23	-14	1.7	4
Cc1ccc2c(c1)c1ncnc(N3CCOCC3)c1n2C	-1	4	-28	-2	0.1	-6	11	/	-8	-1.2	-2
